Bioassay records: PubChem, Sanford-Burnham Center for Chemical Genomics
PTK2B oligo ant = antagonists of human Pyk2 oligomerization; z-score (the deposit names both 25 µM and 10 µM); Q293 cells, Pyk2 FERM NanoBiT luminescence; stronger effect = lower value; AID 1347419; hit rate 0.83% among 99,000;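 active means Z-score of -3 or lower, scaled per plate to the spread of control and sample wells; inactive means z-score above -3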;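 further: negative z-score means lost luminescence so less FERM oligomerization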
PLAP act = human PLAP activation; purified PLAP enzyme, luminescent substrate read-out; stronger effect = higher value; activation fold at 20 µM; hit rate 1.2% among 96,000; AID 696; in the data active means activation fold above about 2
CD11b adhes inh = CD11b/CD18-fibrinogen binding inhibition; P05107+P11215; K562 CD11b/CD18 adhesion to fibrinogen, ATPlite luminescence; Mn2+ added to activate the integrin; inhibition, % at 10 µM; hit rate 0.54% among 93,000;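 active means primary inhibition of 50% or more at 10 µM, then 40% or more on retest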; further: some results filed as inactive read as strong as hits
Target sequence (P05107 whole entry, looked up, other chains not shown): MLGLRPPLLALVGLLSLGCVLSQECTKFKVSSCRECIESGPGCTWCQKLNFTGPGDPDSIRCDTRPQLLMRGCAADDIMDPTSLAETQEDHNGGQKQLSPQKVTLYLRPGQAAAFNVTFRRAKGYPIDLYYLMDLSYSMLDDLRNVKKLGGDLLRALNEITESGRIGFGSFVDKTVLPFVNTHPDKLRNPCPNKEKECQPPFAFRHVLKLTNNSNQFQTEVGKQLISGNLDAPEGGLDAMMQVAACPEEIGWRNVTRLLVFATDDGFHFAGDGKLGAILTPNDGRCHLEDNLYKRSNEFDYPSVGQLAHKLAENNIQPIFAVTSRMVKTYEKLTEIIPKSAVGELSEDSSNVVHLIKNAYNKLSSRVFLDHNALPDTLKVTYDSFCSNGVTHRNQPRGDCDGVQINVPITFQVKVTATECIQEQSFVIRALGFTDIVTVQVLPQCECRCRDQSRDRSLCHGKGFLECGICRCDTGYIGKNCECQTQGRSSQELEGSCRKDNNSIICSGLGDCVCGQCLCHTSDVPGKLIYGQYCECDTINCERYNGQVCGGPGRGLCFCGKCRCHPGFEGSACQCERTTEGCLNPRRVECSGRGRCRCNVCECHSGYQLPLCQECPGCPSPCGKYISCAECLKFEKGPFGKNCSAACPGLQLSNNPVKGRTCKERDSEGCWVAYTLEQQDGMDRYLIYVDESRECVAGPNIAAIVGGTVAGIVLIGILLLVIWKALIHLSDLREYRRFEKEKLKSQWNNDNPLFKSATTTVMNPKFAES
CYP2C19 act = activators of human cytochrome P450 2C19 | P33261 | 96,000 tested, under 10 active | recombinant CYP2C19, luciferin-H EGE luminescence; stronger effect = higher value; 0 = fully inhibited enzyme, 1 = untreated enzyme | activation factor at 5 µM | AID 1025;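 active means activation factor of at least 2 at 5 µM in the primary screen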;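 further: 0 = wells with 2.5 mM tranylcypromine and 1 = vehicle-only wells; values of inactives mirror those of a sister screen read the other way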
CYP2C9 inhib = inhibitors of human CYP2C9; CYP2C9 Supersomes, luciferin-H conversion, luminescence; inhibition, % at 5 µM; hit rate 20% among 96,000; AID 777;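 active means blocking of liver enzyme CYP2C9 beyond about 50% at 5 µM, limit read from the data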; further: values of inactives mirror those of a sister screen read the other way
CYP2C9 act = activators of human CYP2C9; activation factor at 5 µM; AID 1024; P11712; recombinant CYP2C9, luciferin-H conversion, luminescence; stronger effect = higher value; factor 1 = untreated enzyme, 0 = blocked; hit rate 1.4% among 96,000;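 active means activation factor of 2 or more for CYP2C9 at a 5 µM dose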;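 further: 0 = sulfaphenazole-blocked wells and 1 = vehicle-only wells; values of inactives mirror those of a sister screen read the other way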
Mac1 fbg enh = enhancers of human CD11b/CD18 binding to fibrinogen | hit rate 0.07% among 93,000 | AID 1499 | K562 CD11b/CD18 adhesion to fibrinogen, ATPlite luminescence | activation, % at 10 µM;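 active means 10 µM primary screen giving 50% or more activity, confirmed by 40% or more on retest at that dose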; further: strong numbers were not always called active; reference of the scale not given here
MT1-MMP txn act = MT1-MMP promoter transcription activation; HT1080 MT1-MMP promoter luciferase reporter, luminescence, overnight; stronger effect = higher value; activation factor at 10 µM; hit rate 0.16% among 86,000; AID 750;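 active means activation factor of at least 2 for MT1-MMP transcription at 10 µM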
CYP2C19 inh = human CYP2C19 inhibition; P33261; CYP2C19 Supersomes, luciferin-H EGE luminescence, 30 min; inhibition, % at 5 µM; hit rate 21% among 96,000; AID 778;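 active means CYP2C19 inhibition above a set limit at 5 µM in the primary screen, cut at about 50% in these data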;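 further: plate controls were negative control wells for no effect and 2.5 mM tranylcypromine positive control for full effect; values of inactives mirror those of a sister screen read the other way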
Starred values were filed as active, the others as inactive; x = not tested or not shown.

cpd	SMILES	CYP2C9 inhib	MT1-MMP txn act	Mac1 fbg enh	CYP2C19 inh	PTK2B oligo ant	CYP2C19 act	PLAP act	CD11b adhes inh	CYP2C9 act
1	COc1ccc(OC)c(C(=O)Cn2nnc3ccccc3c2=O)c1	-5	1	-1	-10	-0.02	1.1	1	-5	1.1
2	O=C(c1ccco1)N1CCN(C(c2ccccc2Cl)c2nnnn2CC2CCCO2)CC1 (centres undefined)	-9	1.2	-5	-11	0.11	1.1	1.3	-5	1.1
3	Cc1nnc2c(-c3ccccc3)nc3ccccc3n12	48	0.9	0	30	1.7	0.7	0.8	-17	0.5
4	CC(=O)c1sc2ccccc2c1OC(=O)c1ccco1	-84	1.1	9	-4	0.41	1	1	4	1.8
5	COc1ccccc1-c1cc(C(=O)NCCc2ccccc2)no1	-268	1.2	-10	25	-0.61	0.7	1.3	4	3.7*
6	O=C(c1ccccc1-c1ccccc1)N1CCN(c2ccccn2)CC1	73*	0.6	-4	40	2.2	0.6	1.2	-22	0.3
7	O=C(Nc1ccc(F)cc1F)c1cc2n(n1)C(C(F)(F)F)C1CCCCC1N2 (centres undefined)	11	1.2	0	-7	0.37	1.1	1	2	0.9
8	CCOc1cc(/C=C2/C(=O)ON=C2C)ccc1OCc1ccc(F)cc1	22	x	-1	8	-0.64	0.9	1	-32	0.8
9	O=C(CN(C(=O)Cn1nnc(-c2cccs2)n1)c1ccc2c(c1)OCCO2)NCC1CCCO1 (centres undefined)	88*	1.2	0	33	-0.62	0.7	1.3	-12	0.1
10	O=S(=O)(Cc1ccccc1)N1CCc2ccccc21	35	1.1	-1	69*	x	0.3	0.7	-26	0.7
11	CCCN(N=Nc1cccc([N+](=O)[O-])c1)c1cccc([N+](=O)[O-])c1	74*	1.2	0	11	-0.59	0.9	0.4	-2	0.3
12	O=S(=O)(/N=C(/c1ccccc1Cl)N1CCOCC1)c1ccccc1	0	x	2	11	0.84	0.9	1	-1	1
13	O=C1/C(=C\c2ccc(Br)o2)SC(=Nc2ccccc2)N1c1ccccc1	22	x	x	40	0.15	0.6	1.1	x	0.8
14	CCOC(=O)c1c(NC(=O)C2COc3ccccc3O2)sc(C(C)=O)c1C (centres undefined)	46	x	-2	22	1.3	0.8	0.7	4	0.5
15	COc1ccc(C(=S)N2CCCC2)cc1C	-42	1	-7	91*	-0.02	0.1	1	1	1.4
16	CC1C=Cc2ccccc2N1C(=O)c1ccccc1 (centres undefined)	22	1.3	-3	25	2.6	0.7	1	2	0.8
17	N#Cc1c2c(c(-c3ccco3)[nH]c1=O)CCCC2	-4	1.1	0	-2	-0.65	1	0.8	4	1
18	COc1ccc(S(=O)(=O)N[C@@H](CC(C)C)C(=O)O)cc1	10	1.2	-3	7	1.9	0.9	1.1	11	0.9
19	Cc1cc(C=O)c(C)n1-c1ccc(NC2CCCCC2)c([N+](=O)[O-])c1	16	x	-11	-2	-0.12	1	1.1	5	0.8
20	Cc1ccc(-n2nc(-c3ccco3)cc2C(=O)NCc2cccnc2)cc1	41	1.2	0	16	-0.17	0.8	1.2	-11	0.6
21	Cc1cccc2cc(/C=N/NC(=O)CN3CCOCC3)c(Cl)nc12	-22	x	-2	-8	0.13	1.1	1	-10	1.2
22	COC(=O)C(C)N(C(=O)c1ccc(C(=O)c2ccccc2)cc1)c1c(C)cccc1C (centres undefined)	98*	1.3	-2	94*	-1.7	0.1	1.7	-2	0
23	Cc1cc(C)nc(Nc2n[nH]c(-c3ccc(N)cc3)n2)n1	-16	1.3	2	-4	0.38	1	2.4*	-6	1.2
24	Cc1cc(C)c(C(=O)COC(=O)Cn2cnnn2)cc1C	4	1.1	-1	36	0.84	0.6	1.4	10	1
25	CCN(CC)c1c([N+](=O)[O-])ncn1C	-20	x	-3	-20	0.01	1.2	0.8	11	1.2
26	CCOC(=O)c1[nH]c2cc(OC)c(OC)cc2c1NC(=O)c1ccc2c(c1)OCO2	11	0.9	x	0	0.43	1	1.1	x	0.9
27	CCN1CCN(c2c(Cl)cccc2NC(=O)c2ccco2)CC1	-4	1.1	3	-4	0.48	1	1	-2	1
28	C=CCN1C(=O)/C(=C2/Sc3ccccc3N2CCCS(=O)(=O)O)SC1=S	60*	1.1	0	14	-0.74	0.9	1.2	-5	0.4
29	COC(=O)c1cn(-c2ccccc2)nc1-c1ccncc1	22	1	-1	37	0.9	0.6	1	-9	0.8
30	Cc1ccc(S(=O)(=O)Nc2nc3ccccc3nc2NCc2ccco2)cc1	99*	1.8	x	19	0.7	0.8	1.2	x	0
31	CCOc1ccc(C2C(C#N)=C(N)Oc3n[nH]c(C)c32)cc1OC(=O)C1CC1 (centres undefined)	8	1.1	-1	16	0.13	0.8	1.3	-6	0.9
32	CCC(C)N(CC(=O)NCc1ccc(OC)cc1)C(=O)c1csnn1 (centres undefined)	-6	1	0	19	-1.1	0.8	0.9	-10	1.1
33	COc1ccc(CCN=CC2=C(O)CCCC2=O)cc1OC	-12	1.1	-2	-10	-1.1	1.1	1	8	1.1
34	O=C(CSc1nc2ccccc2s1)Nc1nccs1	19	1.1	x	53*	0.07	0.5	0.9	x	0.8
35	Cc1ccc(NC(=O)C2CCCN2C(=O)Oc2ccccc2)cc1C (centres undefined)	38	1.2	-4	14	0.44	0.9	1.2	-1	0.6
36	Cc1cccc(OCCCC(=O)Nc2ccc3c(c2)OCO3)c1	54*	1.1	0	69*	1.9	0.3	0.8	1	0.5
37	O=c1oc2ccccc2c2nccnc12	-16	1.1	0	-14	-0.23	1.1	1	-12	1.2
38	CCC1(CC)C(=O)NC(=O)NC1=Nc1cccc(OC)c1	14	1.2	0	-2	1	1	0.9	1	0.9
39	Cc1cc(NC(=O)CSc2cn(CCNC(=O)c3ccccc3)c3ccccc23)no1	94*	1	1	90*	x	0.1	1.4	5	0.1
40	Cc1cc(C)c2cc(C#N)c(NCCOC(=O)c3ccccc3C)nc2c1	68*	x	x	62*	-0.25	0.4	1.2	x	0.3
41	CCOC(=O)N1CCC(NS(=O)(=O)c2ccc3c(c2)CCN3C(C)=O)CC1	28	x	-3	4	2.1	1	1.1	10	0.7
42	COC(=O)CSc1nnc(Cc2cc(=O)[nH]c(=O)[nH]2)n1-c1cccc(OC)c1	-12	1.2	4	-19	0.74	1.2	1.1	-10	1.1
43	CCc1ccc(N2CCN(C(=O)c3ccc(OC)c(OC)c3)CC2)cc1	18	1	1	29	x	0.7	1.5	26	0.8
44	COC(=O)c1cc(Br)c(=O)n(Cc2ccc(OC)c(OC)c2)c1	51*	1.2	1	46	-0.07	0.5	1.1	-18	0.5
45	COc1ccc(N=C2SC(C(=O)Nc3ccc4c(c3)OCO4)CC(=O)N2C)cc1 (centres undefined)	73*	1.3	-4	49	-2.6	0.5	1.1	1	0.3
46	C=CCn1c(C(C)NC(=O)c2ccccc2)n[nH]c1=S (centres undefined)	4	x	-4	62*	0.59	0.4	0.9	-4	1
47	CCOC(=O)CCc1c(C)nc2cc(C3CCCN(C(=O)OC(C)(C)C)C3)[nH]n2c1=O (centres undefined)	20	1.3	-3	-2	-0.98	1	1.6	5	0.8
48	Cc1ccc(C)n1NC(=O)c1cccc(Cl)c1	-3	1.2	-2	12	-0.82	0.9	0.9	6	1
49	Cc1cc(NC(=O)c2c(F)cccc2F)n(-c2nc3ccccc3[nH]2)n1	52*	1.1	x	29	-1.7	0.7	1.2	x	0.5
50	O=C1c2ccccc2C(=O)N1CCc1nc2ccccc2c(=O)n1-c1ccccn1	36	1.1	-2	39	0.26	0.6	1	-16	0.6
51	CCC(C)NC(=O)COc1ccc(Br)c(C)c1 (centres undefined)	22	1.1	-1	27	0.14	0.7	1.1	1	0.8
52	CSc1nc(-c2ccc(C)cc2)[nH]c1S(=O)(=O)c1ccccc1	78*	1.4	-4	46	-1.2	0.5	1	20	0.2
53	CCOC(=O)c1ccc(Nc2nc(C)cc(C)c2C#N)cc1	-13	0.9	-1	-4	-0.94	1	0.8	3	1.1
54	COc1ccc2nc(NCCO)[nH]c2c1	-8	1.1	0	-14	0.05	1.1	1.2	-8	1.1
55	CC(C)Cn1nc(NC(=O)C2CCCO2)c2cc3ccccc3nc21 (centres undefined)	14	1	-2	11	-0.55	0.9	1.3	-4	0.9
56	Cc1ccc2cc(C)c(N3CCN(c4ccccn4)CC3)nc2c1	70*	1.2	0	77*	0.79	0.2	1.3	30	0.3
57	NC(=O)c1ccsc1NC(=O)C1CCCN1S(=O)(=O)c1ccc(Cl)cc1 (centres undefined)	78*	1	-1	61*	0.03	0.4	1.1	10	0.2
58	COC(=O)c1c(S(=O)(=O)NCc2ccccc2)sc(C(=O)O)c1C	62*	1.2	-4	-11	0.09	1.1	1.4	2	0.4
59	CN(c1ccccc1C(=O)Nc1cccnc1)S(C)(=O)=O	39	1.2	4	-3	0.77	1	1	-15	0.6
60	Cn1c(SCC(=O)Nc2cccc(F)c2)nnc1-c1cc2ccccc2o1	4	1.3	43	1	0.36	1	0.8	0	1

Pulled one by one from the list above, 2 records:
cpd	SMILES	CYP2C9 inhib	MT1-MMP txn act	Mac1 fbg enh	CYP2C19 inh	PTK2B oligo ant	CYP2C19 act	PLAP act	CD11b adhes inh	CYP2C9 act
52	CSc1nc(-c2ccc(C)cc2)[nH]c1S(=O)(=O)c1ccccc1	78*	1.4	-4	46	-1.2	0.5	1	20	0.2
41	CCOC(=O)N1CCC(NS(=O)(=O)c2ccc3c(c2)CCN3C(C)=O)CC1	28	x	-3	4	2.1	1	1.1	10	0.7

(next part)
cpd	SMILES	CYP2C9 inhib	MT1-MMP txn act	Mac1 fbg enh	CYP2C19 inh	PTK2B oligo ant	CYP2C19 act	PLAP act	CD11b adhes inh	CYP2C9 act
61	Cc1ccccc1-c1nc2ccccc2o1	-8	1.2	-2	-8	1.2	1.1	1	-7	1.1
62	CC(=NC1CC1)c1c(-c2ccccc2)[nH]n(-c2nc3ccccc3s2)c1=O	28	x	-5	-6	-1.7	1.1	1	1	0.7
63	COc1cc2cc(CN(CCO)C(=O)c3cccs3)c(=O)[nH]c2cc1OC	-8	1	0	-11	0.32	1.1	1	1	1.1
64	CCOC(=O)C(CCSC)NC(=O)CN (centres undefined)	22	1.1	0	-3	-0.47	1	1	0	0.8
65	CC(C(=O)O)C1SC(=O)NC1=O (centres undefined)	1	x	-4	-15	0.19	1.2	1.2	0	1
66	O=C(COc1ccc(Cl)cc1)Nc1ncccn1	-10	1.3	-1	19	0.8	0.8	1	-25	1.1
67	N#CC1=C(O)CCCn2c1nc1ccccc1c2=O	4	1.3	0	-14	-0.96	1.1	1	11	1
68	CC1CCN(S(=O)(=O)c2ccc(F)c(C(=O)O)c2)CC1	-6	0.9	-5	-10	1.3	1.1	0.9	-2	1.1
69	COc1ccc2cc(C#N)c(SCC(=O)NNC(=O)Cc3ccccc3)nc2c1	24	x	8	13	-0.02	0.9	1.2	-6	0.8
70	CCc1nc(SCC(=O)NCCc2ccc(OC)c(OC)c2)c2c(=O)n(C)c(=O)n(C)c2n1	-3	1.1	5	-3	x	1	1.1	-41	1
71	Cn1cnnc1SCC(=O)c1ccco1	-13	1.2	-2	-17	0.28	1.2	0.9	-10	1.1
72	CCc1ccccc1NC(=S)N(CCN(C)C)C(C)c1ccccn1 (centres undefined)	15	1.1	1	18	0.46	0.8	1	-5	0.9
73	O=C(Cn1cc2c(n1)CCCC2)N1CCOCC1	22	1.1	-1	5	x	1	0.9	-3	0.8
74	CCN(CC)C(=O)CSc1nnc(-c2ccc(S(=O)(=O)NCc3ccccc3Cl)cc2)o1	26	1.2	0	65*	-0.08	0.3	0.9	-16	0.7
75	O=C(NCCN1CCOCC1)c1ccc([N+](=O)[O-])cc1[N+](=O)[O-]	-2	x	2	-9	0.21	1.1	1	-9	1
76	O=C(/C=C/c1ccc(Br)cc1)NC1CCCCCC1	-9	x	x	-4	-0.4	1	1	x	1.1
